# M4 PAM: potentiates acetylcholine response at human M4 receptor | 0.4% of 360,000 active | CHO-K1 hM4/Gqi5, Fluo-8 calcium fluorescence, ACh EC20; 0% = ACh EC20, 100% = maximal ACh | activation, % at 3 µM | P08173;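 active = activation above its plate's cutoff, the mean activation of sample wells plus 3 SD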; note: some results filed as inactive read as strong as hits
# CHRM4 agonist: CHRM4 agonism in calcium assay. activation, % at 3 µM. 0.14% of 360,000 active. CHO-K1 hM4/Gqi5, Fluo-8 calcium fluorescence; vehicle 0%, full acetylcholine response 100%;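 active = activation above the run mean over all test wells plus 3 SD, cut at about 32% in these data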;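 note: peak over basal fluorescence ratio per well then scaled between controls; 0% = DMSO wells and 100% = acetylcholine at EC100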
# CHRM4 antagonist: blocks acetylcholine activation of human M4 receptor | P08173 | CHO-hM4 cells, ACh EC80, Fluo-8 calcium fluorescence | inhibition, % at 3 µM | 0.73% of 360,000 active | AID 624125;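 active = inhibition above its plate's cutoff, the mean inhibition of sample wells plus 3 SD, cut at about 27% in these data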;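 note: 0% = acetylcholine EC80 with DMSO and 100% = DMSO without agonist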
# M5 PAM: CHRM5 positive allosteric modulation. P08912. CHO-K1 hM5, Fluo-8 calcium, ACh EC20 PAM; 0% = ACh EC20, 100% = ACh EC100. activation, % at 3 µM. 0.3% of 360,000 active;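 active = activation above the run cutoff, the mean activation of all test compounds plus 3 SD, cut at about 18% in these data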
# Target sequence (P08912 whole entry, looked up): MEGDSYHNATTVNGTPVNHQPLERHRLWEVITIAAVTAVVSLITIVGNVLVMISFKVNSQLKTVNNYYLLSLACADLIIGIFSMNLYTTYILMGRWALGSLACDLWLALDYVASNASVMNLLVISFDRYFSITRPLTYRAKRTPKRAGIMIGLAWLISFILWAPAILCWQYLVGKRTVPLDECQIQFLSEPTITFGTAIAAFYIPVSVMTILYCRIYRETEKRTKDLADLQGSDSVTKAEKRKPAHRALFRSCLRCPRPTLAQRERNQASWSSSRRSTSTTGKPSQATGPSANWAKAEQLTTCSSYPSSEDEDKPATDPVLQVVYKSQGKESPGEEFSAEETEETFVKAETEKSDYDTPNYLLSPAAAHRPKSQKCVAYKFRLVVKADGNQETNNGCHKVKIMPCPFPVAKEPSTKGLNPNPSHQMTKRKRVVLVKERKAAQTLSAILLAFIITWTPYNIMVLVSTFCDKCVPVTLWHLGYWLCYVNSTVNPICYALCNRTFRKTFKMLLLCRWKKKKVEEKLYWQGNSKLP
#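 Replicates: One well per compound, no replicates | System: Human M5 receptor in CHO-K1 cells | Benchmarks: Low control EC20 acetylcholine (0%), high control EC100 acetylcholine (100%) | Probe or stimulus: Acetylcholine, EC20 level | Times: Fluo-8 loading 80 min at 37 °C plus 30 min room temperature | Signal: Intracellular calcium via Fluo-8 fluorescence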
# M5 ag: agonists of human muscarinic M5 receptor (CHRM5); P08912; CHO-K1 hM5 cells, Fluo-8 calcium fluorescence; 0% DMSO wells, 100% maximal acetylcholine response; activation, % at 3 µM; 0.19% of 360,000 active; AID 624037;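 active = activation above the run's mean over test compounds plus 3 SD, cut at about 23% in these data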;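 note: signal is peak over basal fluorescence ratio across the kinetic read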
# CRFBP-R2 block: CRF-BP/CRF-R2 complex antagonism; HEK293 CRF-R2/CRF-BP, CRF-induced calcium fluorescence; inhibition, % at 11.8 µM; 0.59% of 350,000 active;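 active = inhibition of the ligand-induced calcium signal above about 50% at the single tested concentration, limit read from the data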
# M5 antag: antagonists of human muscarinic M5 receptor (CHRM5); inhibition, % at 3 µM; AID 624040; 0.59% of 360,000 active; CHO-hM5 cells, Fluo-8 calcium fluorescence, ACh EC80; P08912;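 active = inhibition above a per-plate cutoff, the mean of that plate's test compounds plus 3 SD, cut at about 27% in these data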;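 note: 0% = acetylcholine EC80 with DMSO and 100% = DMSO without agonist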
# CRFR2-BP ag: CRF-BP/CRF-R2 complex agonism; HEK293 CRF-R2/CRF-BP, calcium dye fluorescence (FLIPR); percent of saturating CRF peptide response; activation, % at 13.2 µM; 0.46% of 350,000 active;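 active = activation of at least 50%, plus an integration ratio under a set limit after plate pattern correction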;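 note: plate controls were neutral control wells without compound for no effect and CRF at EC100 for full effect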
# M1 PAM: potentiates human M1 receptor response to acetylcholine; P11229; CHO-K1 hM1, Fluo-8 calcium fluorescence, ACh EC20; 0% = ACh EC20, 100% = maximal ACh; activation, % at 3 µM; 0.088% of 360,000 active; AID 588819; in the data active = activation above about 19%, passing the limit was not always enough
# Target sequence (P11229 whole entry, looked up): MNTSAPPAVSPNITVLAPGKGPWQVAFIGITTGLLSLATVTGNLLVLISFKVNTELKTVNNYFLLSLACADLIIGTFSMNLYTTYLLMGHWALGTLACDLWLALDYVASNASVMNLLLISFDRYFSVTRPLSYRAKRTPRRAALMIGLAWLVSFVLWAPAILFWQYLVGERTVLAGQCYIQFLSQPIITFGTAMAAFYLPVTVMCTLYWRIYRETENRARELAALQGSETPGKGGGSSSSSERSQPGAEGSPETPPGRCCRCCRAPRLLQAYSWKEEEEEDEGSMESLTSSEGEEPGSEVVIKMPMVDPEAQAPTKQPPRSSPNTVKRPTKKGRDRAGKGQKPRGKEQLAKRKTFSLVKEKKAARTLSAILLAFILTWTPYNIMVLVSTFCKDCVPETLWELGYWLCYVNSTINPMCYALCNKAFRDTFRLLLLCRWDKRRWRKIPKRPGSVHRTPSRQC
# An asterisk follows results filed as active; . = no result given.
SMILES,M4 PAM,CHRM4 agonist,CHRM4 antagonist,M5 PAM,M5 ag,CRFBP-R2 block,M5 antag,CRFR2-BP ag,M1 PAM
c1ccc(-c2nnc3sc(-c4ccncc4)nn23)cc1,-5,0,16,-3,2,-14,-11,-1.8,6
Cc1ccc(N2CC(C(=O)N3CCCc4ccccc43)CC2=O)cc1 (stereo unspecified),4,3,1,1,4,-29,-6,0.7,5
C=COCCNC(=O)C(=O)NC(C)C,6,1,-10,-2,-6,23,1,-0.5,3
COc1ccc(-n2c(SCC(=O)Nc3cc(C)on3)nc3c([nH]c4ccccc43)c2=O)cc1OC,0,3,-1,-3,-4,-2,11,-1.6,0
CCC(C)N1C(=O)N(C)C2NC(=O)NC21 (stereo unspecified),1,1,-13,1,-4,3,3,3.7,-1
CCOC(=O)CC(=O)NC(CC(=O)OC)c1ccc(C(C)C)cc1 (stereo unspecified),-2,1,-3,3,-1,3,8,7.9,-1
CCOC(=O)C(NC(=O)NCc1ccc(F)cc1)(OCC)C(F)(F)F (stereo unspecified),12,1,7,-1,-1,12,9,0.3,2
CCOC(=O)[C@H]1[C@H]2COc3ccc(Cl)cc3[C@@H]2N2C(=O)c3cc(OC)ccc3NC(=O)[C@@]12C,10,2,-6,2,0,14,6,-1.0,5
CC(/C=N/NC(=O)c1cc(C(C)C)[nH]n1)=C\c1ccccc1,19,4,-7,-2,-1,-24,-2,1.7,5
Cc1ccc(C(=O)N2CCC3(CC2)NCCc2[nH]cnc23)cc1C,17*,3,-1,0,-1,-12,-8,4.3,2
Cc1cc2c(c(SCC#N)n1)C(=O)OC2,-2,1,-1,4,0,-25,0,0.8,5
COc1ccc(C(CNC(=O)c2cccc(S(=O)(=O)N3CCOCC3)c2)N2CCOCC2)cc1 (stereo unspecified),1,2,-9,-3,-8,11,20,-2.2,-5
Cc1cc(C)cc(OCC(O)Cn2nc(C)cc2C)c1 (stereo unspecified),1,0,-1,-1,-1,13,8,-2.2,1
CN(C)C(CNC(=O)c1cc(Br)c(Br)s1)c1ccco1 (stereo unspecified),3,3,-8,-2,-2,16,-2,-0.7,-10
S=C(NCCC(c1ccccc1)c1ccccc1)Nc1cccc(Cl)c1,-7,7,11,-16,0,-58,12,3.1,-7
CCOC(=O)c1cnc2c(C)c(C)ccc2c1NCCN1CCOCC1,2,1,-14,2,-7,16,-6,-0.6,14
CCOc1ccccc1NC(C)C(=O)Nc1cc(C(F)(F)F)ccc1N1CCOCC1 (stereo unspecified),-6,0,-7,-1,-5,3,-3,-1.6,-6
CCOC(=O)c1cnc2c(C)cccc2c1Nc1cccc(C(=O)O)c1,14,2,30*,-4,-4,0,8,-1.6,0
COc1ccc2[nH]c(=O)c(CN(Cc3cccnc3)C(=S)NCC3CCCO3)cc2c1 (stereo unspecified),7,5,-6,-5,-2,-3,3,-0.3,8
O=[N+]([O-])C(=C1Nc2ccccc2N1)/C(Cl)=C(/Cl)Br,3,1,-6,7,0,-3,-8,-0.7,6
CCOC(=O)c1c(NC(=O)CSc2nnc(CNc3ccc(C)cc3C)o2)sc(C)c1C,-3,5,6,-11,-1,0,11,2.0,-1
CC(C)c1ccc(Nc2nnc(SC3CCOC3=O)s2)cc1 (stereo unspecified),-1,1,-19,-9,0,2,2,-0.5,0
O=C(NC1CCNCC1)C1CCCCC1,3,1,-12,3,-4,-7,1,-1.0,4
CC/C(=N\O)c1c(O)c2c(n(-c3ccccc3)c1=O)CCCC2,9,-1,-4,0,-1,-6,7,-0.7,-5
CCOC(=O)C1CCCN(CC(=O)Nc2ccc(C(=O)Nc3ccccc3OC)cc2)C1 (stereo unspecified),10,6,0,-11,-5,10,16,-2.5,5

# Additional compounds:
SMILES,M4 PAM,CHRM4 agonist,CHRM4 antagonist,M5 PAM,M5 ag,CRFBP-R2 block,M5 antag,CRFR2-BP ag,M1 PAM
Cc1ccc(Sc2cc(C(=O)NCCN(C)C)c3ccccc3n2)cc1,-3,4,4,-3,1,-1,12,5.1,0
O=C(c1[nH]c(C(F)(F)F)nc1-c1ccccc1)N1CCN(C(=O)C2CCCO2)CC1 (stereo unspecified),5,1,-10,-2,1,.,6,.,3
Nc1nnc(CC(=O)N/N=C/c2ccccc2OCc2ccccc2F)s1,-9,14,2,-7,4,24,4,-0.2,3
Cc1ccc(C)c(NC(=O)CN2C(=O)CNC2=O)c1,14,1,-2,1,-4,-4,-9,1.7,4
Fc1ccc(CNC(=S)Nc2cccc(C(F)(F)F)c2)cc1,-6,8,4,-14,5,17,23,4.1,-11
CN(c1ccccc1)S(=O)(=O)c1cccc(NC(=O)c2cc3ccccc3oc2=O)c1,5,2,26,-6,-5,-6,10,3.1,-2
Cc1ccc(C(=O)Nc2ccc(NC(=O)c3cccs3)cc2)cc1[N+](=O)[O-],-2,4,0,-3,1,4,-4,-0.6,2
COc1ccc(-c2[nH]ncc2CNC(C)c2ccccc2Cl)cc1F (stereo unspecified),-7,3,-10,-9,0,-2,12,0.8,-3
O=c1ccc(-c2ccc(S(=O)(=O)N3CCN(c4ccccc4)CC3)o2)n[nH]1,11,1,-7,0,-5,1,1,4.3,4
O=[N+]([O-])c1c(NCCCO)cc(Sc2nc3ccccc3s2)c2nonc12,-16,16,75*,-16,0,40,32*,-1.6,-13
C#Cc1ccc([C@H]2C=C(C(=O)Nc3ccccc3)O[C@@H](OCc3ccc(CO)cc3)C2)cc1,-1,7,11,-6,2,8,7,1.3,-7
O=c1[nH]c(=S)[nH]cc1Oc1ccc(Cl)cc1,5,2,-9,7,2,-5,-6,-0.6,3
COc1ccc(C2c3ccc4ccccc4c3Oc3ncn4nc(Cc5ccccc5)nc4c32)cc1OC (stereo unspecified),-3,1,-4,5,-2,11,0,14,-5
Cc1nn(-c2ccccc2)c(/N=C/c2ccc(O)cc2)c1-c1ccccc1,4,0,0,6,-3,20,-1,-0.8,2
CCC(C(=O)OC(C)C(=O)Nc1ccc(Cl)cn1)c1ccccc1 (stereo unspecified),0,-1,-3,4,-3,-14,-9,-0.3,0
CCOC(=O)C1CN(S(C)(=O)=O)c2cc(CC(=O)OC)ccc2O1 (stereo unspecified),-1,1,0,-3,-1,6,0,-1.8,-11
O=C(O)COc1ccc(/C=N/NC(=O)c2ccc(-c3csc(Nc4ccc(Cl)cc4)n3)cc2)cc1,20,0,8,11,3,-5,-1,-1.4,10
CC(=O)N1CC(=O)N(CC(=O)Nc2ccc(Br)cc2)C1=S,-4,1,11,4,-3,14,16,-0.1,0
C[C@H](O)[C@@H]1C(=O)N2CCc3ccc(N4CCOCC4)cc3[C@@H]2C[C@@H]1N(C)S(=O)(=O)c1ccccc1,-4,0,10,-5,1,5,11,-1.4,-1
Cc1ccc(-n2c(C)cc(/C=N/Nc3ccc([N+](=O)[O-])cn3)c2C)cc1,8,0,-8,5,-2,-20,-4,2.1,3
O=C(N/N=C/c1ccccn1)c1ccc([N+](=O)[O-])cc1,10,0,-5,1,0,-3,7,-1.8,3
CC(C)c1ccc[n+](-c2nc([O-])sc2C=O)c1,5,0,-1,3,0,1,9,-1.8,16
O=C1CN(c2ccccc2)C(=S)N1c1ccccc1,-5,0,-1,7,2,14,-4,-1.3,23
O=C(CCC(=O)OCC(=O)c1ccccc1)NC1CCCCC1,0,-1,8,-6,-1,6,10,0.3,6
O=C(O)C1CCC(=O)N(C2CC2)C1c1ccccc1 (stereo unspecified),0,0,2,12,2,-4,-9,-1.4,7

# (next part)
SMILES,M4 PAM,CHRM4 agonist,CHRM4 antagonist,M5 PAM,M5 ag,CRFBP-R2 block,M5 antag,CRFR2-BP ag,M1 PAM
CCOC(=O)c1[nH]c(C)c(CN(CCc2ccccc2)S(C)(=O)=O)c1C,3,4,-10,0,-1,-22,-6,-1.9,7
O=C(CCCN1C(=O)c2cccc3cccc(c23)C1=O)N1CCN(c2ccccc2)CC1,5,5,-8,1,-1,-9,0,1.5,5
O=C(COc1cccnc1[N+](=O)[O-])NCCc1ccc(Cl)cc1,4,2,-2,-6,-3,-7,12,-4.3,3
COc1cc(OC)nc(-n2ncc(OC)c(Br)c2=O)n1,2,0,11,-1,1,8,2,-0.9,9
Cc1ccc(S(=O)(=O)N2c3ccccc3-c3c(ssc3=S)C2(C)C)cc1,-18,-1,-10,-12,-6,-3,0,-2.4,0
Cc1noc(C)c1C(=O)Nc1nnc(-c2ccccc2)s1,4,3,-2,-2,1,16,0,1.1,7
O=C(Cn1nc2n(c1=O)-c1ccccc1SC2)N/N=C/c1cccnc1,-8,3,8,-7,-5,-6,17,0.2,-1
COCC(C)n1c(SCC(=O)NC(=O)NC2CCCC2)nc2ccccc2c1=O (stereo unspecified),7,-1,2,7,2,2,3,0.8,5
Cc1ccc(C)c(N2CCN(C(=O)CCCCn3c(=O)[nH]c4ccccc4c3=O)CC2)c1,-3,6,-6,-15,-2,-6,14,-2.4,-2
COC(=O)C1=C(C)N(CCCC(=O)O)C(=O)NC1c1ccc([N+](=O)[O-])cc1 (stereo unspecified),6,1,1,3,2,-1,0,-0.4,5
C1CC(=NN=C2CCSCC2)CCS1,6,0,-4,5,4,-5,11,-0.5,8
CCCCN1C(=O)N(C)C2NC(=S)NC21 (stereo unspecified),-3,1,13,2,1,13,5,5.7,12
CCOc1ccc(N(CC(=O)NC2CCCCC2)C(=O)CCCC(=O)Nc2ccccn2)cc1,-4,0,1,-1,-3,2,12,-0.6,15
C/C(=N/NC(=O)c1ccc(C)s1)c1cccnc1,2,0,1,3,-4,-12,-3,-1.3,15
CCn1c(SCC(N)=O)nc2sc3c(c2c1=O)CCN(C)C3,-1,1,-3,16,-4,-43,-15,35,13
COc1cccc(NC(=O)C2(C)CCN2CCc2ccccc2)c1 (stereo unspecified),7,-1,-7,-1,9,.,-1,.,0
COc1cc(CNc2ncn[nH]2)ccc1OCc1ccccc1C,-5,1,2,8,4,12,6,-0.3,7
O=C(O)/C=C\C(=O)Nc1cccc(NC(=O)c2ccccc2)c1,-13,7,8,-6,0,32,-8,0.8,-3
CC(C)C[C@@H](CNCC(=O)[C@H](Cc1c[nH]c2ccccc12)NC(=O)c1[nH]cnc1C(=O)N[C@H](CN)CC(C)C)NC(=O)c1nc[nH]c1C(=O)N[C@@H](CC(=O)O)C(=O)O,-4,1,-6,-3,1,-1,0,1.2,19
Cc1cc(=O)[nH]c(SCC(=O)NC2CCCCCCC2)n1,-6,17,5,-8,7,-2,11,-1.7,-7
Cc1cc(C)cc(NC(=O)c2cc(Cl)sc2Cl)c1,-1,-2,2,-5,-8,0,-7,-0.1,-9

# An excerpt of these results, as labelled records:
CCn1c(SCC(N)=O)nc2sc3c(c2c1=O)CCN(C)C3
  M4 PAM: -1 | CHRM4 agonist: 1 | CHRM4 antagonist: -3 | M5 PAM: 16 | M5 ag: -4 | CRFBP-R2 block: -43 | M5 antag: -15 | CRFR2-BP ag: 35 | M1 PAM: 13
COc1cccc(NC(=O)C2(C)CCN2CCc2ccccc2)c1 (stereo unspecified)
  M4 PAM: 7 | CHRM4 agonist: -1 | CHRM4 antagonist: -7 | M5 PAM: -1 | M5 ag: 9 | CRFBP-R2 block: . | M5 antag: -1 | CRFR2-BP ag: . | M1 PAM: 0
COc1cc(CNc2ncn[nH]2)ccc1OCc1ccccc1C
  M4 PAM: -5 | CHRM4 agonist: 1 | CHRM4 antagonist: 2 | M5 PAM: 8 | M5 ag: 4 | CRFBP-R2 block: 12 | M5 antag: 6 | CRFR2-BP ag: -0.3 | M1 PAM: 7
O=C(O)/C=C\C(=O)Nc1cccc(NC(=O)c2ccccc2)c1
  M4 PAM: -13 | CHRM4 agonist: 7 | CHRM4 antagonist: 8 | M5 PAM: -6 | M5 ag: 0 | CRFBP-R2 block: 32 | M5 antag: -8 | CRFR2-BP ag: 0.8 | M1 PAM: -3

# Assay outcomes (PubChem BioAssay)
